# Screening data from PubChem BioAssay.
# MLL CXXC-DNA inh: inhibitors of human MLL CXXC domain-DNA interaction. Potency, µM (top dose mostly 115 µM), inactives show top-dose activity change, negative = inhibition, hits mostly inhibitors. actives 0.037% (n = 290,000). MLL-CXXC / FITC-HOXA9 DNA fluorescence polarization; active = well fitted inhibition curve with a large enough effect in the polarisation, with a control signal flat, not every such curve was filed as active; inconclusive = small, poorly fitted or top-dose-only effect, or effect the other way, or a change in a side signal; inactive = no such curve, though single readings can be large or run the other way; the % refers to the polarisation; also: potency is read from the fitted curve at half-maximal effect
#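 Steps: dispense CXXC domain solution (7 uM) → pin compounds or unlabeled HOX-A9 DNA control → 5 min ambient → add FLSN-HOX-A9 solution (50 nM) → spin → 30 min ambient → fluorescence polarization. Tris pH 7.5/NaCl/DTT/BSA buffer.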
# Tb PFK block: blocks T. brucei phosphofructokinase; O15648; T. brucei PFK, ADP-Glo luminescence; Potency, µM (series often up to 57.5 µM), inactives show top-dose activity, negative = inhibition, hits mostly inhibitors; actives 0.17% (n = 330,000); AID 485367;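 also: potency is read from the fitted curve at half-maximal effect; 0% = uninhibited 1x PFK enzyme wells and -100% = no-enzyme wells; nearly all actives have a fitted effect of over 60% in size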
#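 Activity is normalized to no-enzyme wells (full inhibition) and 1.25 nM enzyme wells (no inhibition). Reaction: 0.5 mM F6P, 0.1 mM ATP, 45 min RT, ADP-Glo luminescence; concentration-response curves fitted and classed by quality.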
# BCR signal inh: chronic active BCR signaling inhibition; Potency, µM (series often up to 46.1 µM), without a hit: top-dose ratio change, negative = lower green/red ratio, usual class: inhibitors; actives 0.05% (n = 340,000); ABC-DLBCL IkBa-CBG/CBR reporter, luminescence ratio, 4 h; active = well fitted inhibition curve with a large enough effect in the signal ratio, with a control signal flat, not every such curve was filed as active; inconclusive = small, poorly fitted or top-dose-only effect, or effect the other way, or a change in a side signal; the % refers to the signal ratio;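 also: potency is read from the fitted curve at half-maximal effect; plate controls were basal doxycycline-induced cells for no effect and cells given 10 µM MG132 for full effect; MG132 reads +100%, hits lower the ratio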
#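 Concentration-response series (up to 46 uM) were applied to TMD8 dual-reporter cells for 4 h at 37C with doxycycline. Green/red ratio, after filter-overlap correction, defined %Activity; red signal alone was normalised to basal cells and zero luminescence.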
# hERG WT inh: blocks the wildtype human KCNH2 potassium channel. U2OS, BacMam KCNH2, thallium flux FluxOr; active compounds read low. activity change, % at 1.84 µM. actives 0.37% (n = 340,000). AID 720551;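 active = maximum activity change below -70%; inconclusive = maximum activity change between -70% and -50%; inactive = maximum activity change above -50%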; also: % is scaled to controls: 0 for no effect and ±100 for the full control effect
#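 U2OS cells transduced with wild-type KCNH2 virus are loaded with FluxOr dye for 45 min, and thallium flux is measured in kinetic reads before and after stimulation buffer. Rate constants are normalized to DMSO controls.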
# A-T KAP1 phos: candidate therapy for ataxia-telangiectasia | actives 0.19% (n = 320,000) | AID 485349 | Potency, µM (doses to about 57.5 µM), inactives show top-dose activation, hits mostly activators | […] A-T fibroblasts, KAP-1 phosphorylation AlphaLISA; neocarzinostatin DNA damage 30 min before lysis; also: potency is read from the fitted curve at half-maximal effect; % of control where 0% means no effect; nearly all actives have a fitted effect of over 45% in size
#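 ATM-like activity read as KAP-1 phosphorylation via AlphaLISA donor/acceptor antibody pairs after lysis and 6 hr at 25C. Cells were ATM-null patient fibroblasts ([…], hTERT), dosed 60 min, then exposed to the DSB inducer NCS for 30 min.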
# FBPA coupling cs: inhibits coupling enzyme system, counter-screen for aldolase hits | coupling enzyme system counterscreen, AmpLite Red fluorescence | activity change, negative = inhibition, % at 58.2 µM, hits read low | actives 0.67% (n = 290,000); in the data active = activity change below about -30%; also: % is scaled to controls: 0 for no effect and ±100 for the full control effect
#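 Coupling enzymes only (glyceraldehyde-3-phosphate) + compound, at 57.5 uM final, 10 min RT; add substrate/coupling/AmpLite Red mix, 20 min RT; fluorescence ex 525/em 598 nm. Actives flag coupling-system interference.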
# TSHR antag: antagonists of human thyroid stimulating hormone receptor; P16473; TSHR-expressing cells, TSH-stimulated cAMP HTRF, 2 h; active compounds read low; activity change, negative = inhibition, % at 11.5 µM; actives 0.2% (n = 330,000); AID 504810;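 active = activity change below a set negative limit, meaning inhibition stronger than a set level, cut at about -70% in these data; inconclusive = activity change between two set negative limits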; also: % is scaled to controls: 0 for no effect and ±100 for the full control effect
# Target sequence (P16473 whole entry, looked up): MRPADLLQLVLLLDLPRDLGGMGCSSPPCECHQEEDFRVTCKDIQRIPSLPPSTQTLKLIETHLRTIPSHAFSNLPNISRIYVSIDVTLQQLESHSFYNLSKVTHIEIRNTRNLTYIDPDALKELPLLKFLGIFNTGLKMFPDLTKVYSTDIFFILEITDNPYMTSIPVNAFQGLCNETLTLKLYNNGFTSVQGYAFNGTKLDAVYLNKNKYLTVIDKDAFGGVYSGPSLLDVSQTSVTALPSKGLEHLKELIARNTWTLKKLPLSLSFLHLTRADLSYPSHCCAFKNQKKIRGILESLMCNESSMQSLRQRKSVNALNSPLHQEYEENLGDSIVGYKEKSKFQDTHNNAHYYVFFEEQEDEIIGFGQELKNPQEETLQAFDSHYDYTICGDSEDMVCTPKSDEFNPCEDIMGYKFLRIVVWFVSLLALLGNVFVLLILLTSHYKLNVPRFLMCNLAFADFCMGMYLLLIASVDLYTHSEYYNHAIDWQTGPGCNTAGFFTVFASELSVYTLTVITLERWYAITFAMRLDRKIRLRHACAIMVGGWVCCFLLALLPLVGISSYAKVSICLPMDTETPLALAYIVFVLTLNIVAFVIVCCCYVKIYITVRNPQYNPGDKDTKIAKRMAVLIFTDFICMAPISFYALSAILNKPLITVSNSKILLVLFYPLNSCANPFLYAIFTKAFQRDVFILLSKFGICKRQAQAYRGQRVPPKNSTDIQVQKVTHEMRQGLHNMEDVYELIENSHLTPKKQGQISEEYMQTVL
#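 Antagonism was scored as loss of TSH-driven cAMP in TSHR cells, stimulated with 4nM TSH (EC80) for 2 hours at 37 deg C and detected by homogeneous HTRF competition immunoassay.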
# TCR activator: activators of T cell receptors. primary human leukocytes, anti-CD3, IL-2 HTRF, 48 h. Potency, µM (titrated, usually from 9.22 µM), for inactives: at the highest dose activation of IL-2 secretion, most hits filed as activators. 330,000 tested, under 10 active; also: % of control where 0% means no effect
#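 Activity was scored as IL-2 release from primary human leukocytes given only a TCR signal (a-CD3 beads) plus compound for 48 hr. Detection used a two-antibody HTRF format read at 665nm.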
# Giardia killer: Giardia lamblia killing | Giardia lamblia trophozoite viability | activity change, % at 7.66 µM, hits read low | actives 0.15% (n = 340,000); in the data active = activity change below about -80%; inconclusive = between about -30% and that limit;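 also: parasites exposed to compound for two days anaerobically before the ATP read; % is scaled to controls: 0 for no effect and ±100 for the full control effect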
#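 Trophozoites 100 cells/well + cpd; 48 hrs, 37 deg C, anaerobic. ATPLite 1-Step added, 15-30 min RT, luminescence read (ATP-based viability).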
# GALK inh: blocks human galactokinase activity | P51570 | Purified GALK, Kinase-Glo residual ATP luminescence | Potency, µM (highest dose often 57.5 µM), inactives show at the top dose activity change, negative = inhibition, hits mostly inhibitors | actives 0.007% (n = 270,000); also: potency is read from the fitted curve at half-maximal effect; % is scaled to controls: 0 for no effect and ±100 for the full control effect
#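 Quantitative HTS: GALK 5 nM, ATP 35 uM, galactose 100 uM, 1 h room temperature, then luciferase-based ATP detection.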
# Numbers without * were called inactive; ? = inconclusive; / = not tested or not shown; [ ] = remark or other dose. Unless noted, calls follow the shape of the dose curve; as a rule, active = well fitted curve in the direction sought with a large enough effect; inconclusive = small, poorly fitted or top-dose-only effect, or another doubt; inactive = no such curve, though single readings can be large; an effect the other way counts as inactive or inconclusive.
SMILES,MLL CXXC-DNA inh,Tb PFK block,BCR signal inh,hERG WT inh,A-T KAP1 phos,FBPA coupling cs,TSHR antag,TCR activator,Giardia killer,GALK inh
c1ccc(OCCOCCN2CCN(C(c3ccccc3)c3ccccc3)CC2)cc1,7%,0%,?,-78*,-3%,2,13,-2%[46.1 µM],-15,1%
COc1ccc(OC)c(NC(=O)COC(=O)CSc2ccc(Cl)cc2)c1,-3%,3%,2%,9,-1%,0,-8,4%[46.1 µM],-10,/
N#Cc1cccc(NC(=O)NCCc2c[nH]c3ccccc23)c1,-1%,-11%,?,-1,-5%,0,10,0%,6,/
O=C(NC(=S)Nc1ccc(S(=O)(=O)N2CCCCC2)cc1)c1ccc(Cl)cc1,3%,2%,?,-13,0%,0,-1,5%,-7,0%
Cc1nc(C(=O)N/N=C/c2[nH]ncc2Br)cs1,-5%,1%,-5%,-1,-7%,0,-3,6%,1,2%
Cc1cc(C)c(S(=O)(=O)NCCCN2CCOCC2)cc1Br,-4%,4%,0%,13,2%,-1,-1,0%,-2,0%
COC(=O)c1cc2c(cc1Cl)N1CCCCCC1=NS2(=O)=O,1%,2%,22%,-5,12%,0,-3,1%,12,-1%
O=C(CSc1nnc(NCc2ccccc2)s1)N1CCOCC1,8%,0%,5%,-7,1%,1,8,0%[46.1 µM],-10,2%
Cc1ccc(NC(=O)C(=O)Nc2ccc(C)cn2)nc1,1%,-3%,?,-12,0%,1,3,-4%,-1,3%
Cc1ccnc(NC(=O)CCS(=O)(=O)c2ccccc2)c1,-9%,-7%,10%,-12,1%,1,0,0%,-5,18%
C=CCNC(=O)c1sc(SC)cc1-c1ccc(Cl)cc1,-8%,-1%,3%,-187*,2%,0,9,-2%,15,-3%
NC(N)=NC1=NC(=O)C(Cc2ccccc2)S1 (stereo not drawn),2%,0%,?,-9,13%,1,6,-2%,-23,2%
CCNC(=O)COC(=O)C1CCN(S(=O)(=O)c2ccc3c(c2)OCCO3)CC1,/,0%,3%,-1,10%,/,2,-3%,11,/
Cc1cc(NC(=O)COC(=O)COc2ccc(Cl)cc2C)c([N+](=O)[O-])cc1C,-5%,2%,0%,-1,0%,-3,2,9%[46.1 µM],10,2%
CCOC(=O)N1CCN(C(=O)Cc2cccc3ccccc23)CC1,22%,12%,?,/,0%,3,3,-5%,-6,-2%
CCCc1cc(=O)[nH]c2nnc(SCC(=O)NCc3ccc4c(c3)OCO4)n12,/,3%,-6%,1,1%,/,4,-1%,-10,/
O=C(C1=C(O)C(=O)N(c2nc3ccc(Cl)cc3s2)C1c1ccco1)c1ccco1 (stereo not drawn),/,0%,3%,-7,-12%,/,39,4%,?,/
O=C(Nc1cccc([N+](=O)[O-])c1)c1ccc2c(c1)OCO2,-9%,-9%,0%,8,13%,-7,23,0%[46.1 µM],7,1%
Cc1cc(N2CCN(c3nc(-c4ccccc4)cs3)CC2)c2ccccc2n1,19%,-1%,1%,-35,-2%,2,2,-8%,13,-1%
CC1CCN(Cc2c(C(=O)N/N=C/c3cc(Br)ccc3O)nnn2-c2nonc2N)CC1,?,6%,-1%,-5,0%,1,-4,0%,-19,-2%

# Three of these compounds in another layout.
Structure	MLL CXXC-DNA inh	Tb PFK block	BCR signal inh	hERG WT inh	A-T KAP1 phos	FBPA coupling cs	TSHR antag	TCR activator	Giardia killer	GALK inh
O=C(NC(=S)Nc1ccc(S(=O)(=O)N2CCCCC2)cc1)c1ccc(Cl)cc1	3%	2%	?	-13	0%	0	-1	5%	-7	0%
Cc1ccc(NC(=O)C(=O)Nc2ccc(C)cn2)nc1	1%	-3%	?	-12	0%	1	3	-4%	-1	3%
Cc1cc(N2CCN(c3nc(-c4ccccc4)cs3)CC2)c2ccccc2n1	19%	-1%	1%	-35	-2%	2	2	-8%	13	-1%

# Next records follow.
SMILES,MLL CXXC-DNA inh,Tb PFK block,BCR signal inh,hERG WT inh,A-T KAP1 phos,FBPA coupling cs,TSHR antag,TCR activator,Giardia killer,GALK inh
Cc1ccc(C(=O)OCC(=O)NN2C(=O)NC3(CCC(C)CC3)C2=O)cc1 (stereo not drawn),/,-2%,9%,-7,-13%,/,-6,-29%,17,/
CC1(C)CC(=O)C2=C(C1)OC(N)=C([N+](=O)[O-])C2c1ccc(C#N)s1 (stereo not drawn),-7%,-5%,-4%,0,-5%,-5,-3,2%,1,4%
O=C(NCCc1cccc(Cl)c1)c1cccnc1,1%,-10%,7%,-4,2%,3,6,1%,5,1%
CC(C)Cn1c(SC(C)C(=O)Nc2ccc(N3CCOCC3)cc2)nc2ccccc21 (stereo not drawn),-1%,?,?,4,6%,1,2,0%[46.1 µM],?,-2%
CC(C)(C)c1ccc(-c2nc3cc(N)ccc3o2)cc1,-5%,0%,-2%,-5,-10%,1,0,2%,-17,7%
COC(=O)Nc1c(-c2ccccc2)nc2ccc(C)cn12,-2%,3%,3%,-5,-4%,-1,3,-2%,-13,5%
COc1cc(CNc2ccc3c(c2)CCC3)cc(OC)c1O,18%,-3%,?,-10,-2%,-4,9,9%,-6,0%
COc1ccc(C(C)N2CC34C=CC(O3)C(C(=O)OCC(C)C)C4C2=O)cc1 (stereo not drawn),11%,-6%,-5%,/,8%,1,-5,4%[46.1 µM],/,-1%
Cc1ccc(-n2c(SCC(=O)NCc3cccs3)nnc2-c2ccoc2C)cc1,21%,-1%,?,-7,15%,2,0,3%,14,2%
O=C(CN(C(=O)CSc1nc2ccccc2o1)c1cccc(F)c1)NC1CCCCC1,6%,-1%,?,-7,0%,-2,2,1%,-4,0%
COc1cc(NS(=O)(=O)c2ccc(NC(=S)NC(=O)c3ccc(F)c(F)c3)cc2)nc(OC)n1,15%,7%,-4%,2,-1%,/,-7,7%,-12,6%
O=c1[nH]c(SCc2ccccc2F)nc2ccccc12,-13%,1%,21%,-2,-3%,0,1,4%,-15,-1%
Cc1onc(-c2ccccc2)c1C(=O)NCCc1ccc(S(N)(=O)=O)cc1,5%,-6%,-4%,-9,1%,5,7,-1%,-7,0%
C#CCOCCOCCOCCNc1nc(N2CCN(C(=O)[C@H](CCC(=O)O)n3cc(C(N)CO)nn3)CC2)nc(N2CCN(C(=O)[C@H](Cc3ccc(O)cc3)n3cc(C(N)[C@H](C)CC)nn3)CC2)n1 (stereo partly drawn),9%,-5%,12%,-1,1%,1,-6,6%,10,-2%
CON(C)S(=O)(=O)c1ccc2c(c1)NC(=O)C1CCCN21 (stereo not drawn),23%,1%,1%,-14,-3%,0,10,6%,-8,-4%
CC(=O)N1CCN(c2ccc(NC(=O)c3ccco3)cc2)CC1,8%,0%,-27%,0,0%,-4,0,-2%,8,-3%
Nc1ccc(Br)cc1C(=O)O,-5%,1%,-1%,1,4%,0,2,8%[46.1 µM],-11,1%
CC(=O)c1ccc(CC2SC(N)=NC2=O)cc1 (stereo not drawn),-8%,0%,-2%,3,0%,1,19,/,15,4%
CCOc1ccc(-c2ccc(SCC(=O)N3CCOCC3)nn2)cc1,0%,-3%,-3%,7,-8%,-2,17,-1%,-8,7%
Cc1ccc(C)c(S(=O)(=O)N2C(=S)NC(=O)C2CC(C)C)c1 (stereo not drawn),17%,1%,?,3,-6%,3,14,4%,-6,0%
Cc1ccc2[nH]c(=O)c(CN(CC3CCCO3)S(=O)(=O)c3c(C)ccc4nsnc34)cc2c1 (stereo not drawn),2%,2%,2%,34,-1%,-1,2,9%,6,2%
CSCC(=O)N1CCC(n2nccc2NC(=O)CCCc2ccccc2)CC1,9%,1%,4%,5,5%,/,-1,-1%,-13,-3%
CCOC(=O)c1c(C)[nH]c2c1cc(O)c1ccccc12,0%,-4%,8%,-6,-3%,-33*,-15,2%,-20,-2%
O=C(Nc1cccc2ccccc12)/C(=C/c1ccc([N+](=O)[O-])cc1)NC(=O)c1ccccc1,13%,0%,?,4,-1%,3,7,3%,10,1%
COc1ccc(OC)c(C2CC(=O)N3CN(c4cccc(Cl)c4C)CSC3=C2C#N)c1 (stereo not drawn),4%,-13%,?,6,4%,-28,1,6%,2,2%
CN(C)/C=C/C(=O)c1ccc(Cl)cc1Cl,7%,5%,?,0,0%,6,1,0%,-16,-3%
Cc1ccc(C(=O)Nc2ccc(Cl)cc2C)c(Cl)c1,7%,1%,?,-13,-3%,0,6,-14%,-15,2%
COc1ccc(S(=O)(=O)N2CCC(C(=O)N(C)Cc3ccc(C)o3)CC2)cc1OC,/,1%,?,-2,-5%,/,-6,/,3,/
CCOc1ccc(Cl)cc1C(c1c(C)[nH][nH]c1=O)c1c(C)[nH][nH]c1=O,-6%,-6%,-5%,-1,4%,1,-9,4%,?,0%
Cc1ccc(-c2cc(C(F)F)n3ncc(C(=O)Nc4c(C)nn(Cc5c(Cl)cccc5Cl)c4C)c3n2)cc1,6%,0%,-5%,2,-2%,5,8,2%,3,-1%
Cc1cc(C)cc(OCc2nc(-c3cccnc3)no2)c1,-2%,-13%,6%,0,2%,4,14,0%,7,0%
Cc1cc2nc(N)sc2cc1C,-4%,/,/,26,/,0,/,1%,2,0%
